# TRPV1 agonist: human TRPV1 agonism. Q8NER1. TRPV1-expressing cells, Fluo-8 calcium influx, agonist mode. activation, % at 8.33 µM. 320,000 compounds, 0.19% hits. AID 540275; in the data active means activation above about 80%; inconclusive means between about 30% and that limit; further: 0% is about no effect
#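 Cells expressing TRPV1 were dye-loaded with Fluo-8 and read kinetically: 10 s baseline, 3 min after compound (agonist portion), then 2 min after EC20 capsaicin (allosteric enhancer portion). Calcium-bound dye fluorescence at 480/520 nm.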
# KCNH2 WT inh: inhibitors of human wildtype KCNH2 potassium channel. activity change, % at 1.84 µM. 340,000 compounds, 0.37% hits. U2OS, BacMam KCNH2, thallium flux FluxOr; active compounds read low. Q12809;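 active means maximum activity change below -70%; inconclusive means maximum activity change between -70% and -50%; inactive means maximum activity change above -50%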; further: on the % scale 0 is the no-effect control and ±100 the full control effect
#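 U2OS cells were transduced with wild-type KCNH2 virus (2.03 x 10^8 / mL) for 4 h at room temperature, then cultured overnight at 37 C. Thallium flux was read with FluxOr dye. Rate constants were normalized to DMSO controls.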
# a7 integrin act: activates integrin-mediated alleviation for muscular dystrophy | alpha7betagal myoblasts, beta-gal FDG fluorescence, 48 h | Potency, µM (doses to about 38.3 µM), for the others: at the top dose activation, hits mostly activators | 350,000 compounds, 0.064% hits | AID 624291;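 further: potency means the concentration at half of the fitted maximal effect; 100% = response of the positive control SU9516; nearly all actives have a fitted effect of over 60% in size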
#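 Alpha7betagal+/- myoblasts (passage 13) were plated 16-24 hr, then exposed to compounds (1:260 dilution of DMSO stock) for 48 hours at 37C. After MPER lysis, β-galactosidase reporter activity was read as FDG fluorescence (ex 480/em 540) after 30 minutes.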
# A-T KAP1 phos: potential ataxia-telangiectasia treatments restoring KAP-1 phosphorylation; […] A-T fibroblasts, KAP-1 phosphorylation AlphaLISA; neocarzinostatin DNA damage 30 min before lysis; Potency, µM (highest dose often 57.5 µM), without a hit: at the top dose activation, usual class: activators; 320,000 compounds, 0.19% hits; further: potency means the concentration at half of the fitted maximal effect; % of control where 0% means no effect; nearly all actives have a fitted effect of over 45% in size
#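 ATM-like activity read as KAP-1 phosphorylation via AlphaLISA donor/acceptor antibody pairs after lysis and 6 hr at 25C. Cells were ATM-null patient fibroblasts ([…], hTERT), dosed 60 min, then exposed to the DSB inducer NCS for 30 min.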
# ASM inhibitor: inhibitors of human secretory acid sphingomyelinase | P17405 | placental ASM, HMU-PC fluorogenic substrate, 60 min | Potency, µM (titrated, usually from 57.5 µM), for inactives: at the top dose activity change, negative = inhibition, hits mostly inhibitors | 340,000 compounds, 0.006% hits | AID 504937; further: potency means the concentration at half of the fitted maximal effect
#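 Fluorogenic HMU-PC substrate (9 uM final) is turned over by placental ASM in 60 min at 37 C after a 10 min compound preincubation. Reaction ended by alkaline stop (pH 10), with fluorescence read at 386/447 nm.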
# MBNL1 CUG block: MBNL1-poly(CUG) RNA binding inhibition; TR-FRET MBNL1-His/biotin-(CUG)12 binding, 665/545 ratio; 280,000 compounds, 0.036% hits; Potency, µM (highest dose often 57.5 µM), without a hit: at the highest dose activity change, negative = inhibition, most hits filed as inhibitors; active means well fitted inhibition curve with a large enough effect in the signal ratio, with a control signal flat, not every such curve was filed as active; inconclusive means small, poorly fitted or top-dose-only effect, or effect the other way, or a change in a side signal; inactive means no such curve, though single readings can be large or run the other way; the % refers to the signal ratio; further: potency means the concentration at half of the fitted maximal effect; on the % scale 0 is the no-effect control and ±100 the full control effect
# Target sequence (Q9NR56 whole entry, looked up): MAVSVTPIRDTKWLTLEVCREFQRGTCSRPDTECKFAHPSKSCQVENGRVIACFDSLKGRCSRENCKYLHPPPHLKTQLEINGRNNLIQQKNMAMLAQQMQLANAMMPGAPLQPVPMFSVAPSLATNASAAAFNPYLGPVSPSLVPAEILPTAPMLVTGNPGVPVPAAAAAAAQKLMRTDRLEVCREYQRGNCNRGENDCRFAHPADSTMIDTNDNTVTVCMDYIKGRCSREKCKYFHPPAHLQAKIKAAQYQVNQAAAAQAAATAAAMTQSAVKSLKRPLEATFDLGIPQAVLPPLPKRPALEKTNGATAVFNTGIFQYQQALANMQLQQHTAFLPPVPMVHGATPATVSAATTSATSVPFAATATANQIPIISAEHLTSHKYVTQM
#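 Inhibition of protein-RNA binding appears as loss of TR-FRET between terbium anti-His antibody on MBNL1-His and streptavidin-XL665 on biotin-(CUG)12. Activity is normalized to buffer-only and uninhibited-complex controls.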
# Coupling enz: inhibits coupling enzyme system, counter-screen for aldolase hits; coupling enzyme system counterscreen, AmpLite Red fluorescence; activity change, negative = inhibition, % at 58.2 µM, hits read low; 290,000 compounds, 0.67% hits; in the data active means activity change below about -30%; further: on the % scale 0 is the no-effect control and ±100 the full control effect
#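 First, compound is pin-transferred into glyceraldehyde-3-phosphate coupling-enzyme reagent at 57.5 uM final and held 10 min at RT. Next, substrate, coupling system and AmpLite Red are added. After 20 min RT, fluorescence (525/598 nm) is read.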
# KCNH2 3.1 block: blocks the human KCNH2 3.1 channel isoform; U2OS KCNH2 3.1, thallium flux FluxOr; active compounds read low; activity change, % (tested at about 1.8 µM); 340,000 compounds, 0.95% hits; AID 720553;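 active means maximum activity change below -70%; inconclusive means maximum activity change from -70% to -50%; inactive means maximum activity change above -50%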;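 further: thallium influx rate constant from kinetic fluorescence after stimulation buffer; on the % scale 0 is the no-effect control and ±100 the full control effect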
#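 Normalized rate constant (relative to positive and negative DMSO controls) derived from a 2 min kinetic fluorescence read after stimulation; U2OS cells expressing the 3.1 isoform via virus at 1.77 x 10^8 /mL.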
# MLL CXXC-DNA inh: inhibitors of human MLL CXXC domain-DNA interaction. AID 2662. Q03164. 290,000 compounds, 0.037% hits. MLL-CXXC / FITC-HOXA9 DNA fluorescence polarization. Potency, µM (titrated, usually from 115 µM), for inactives: at the top dose activity change, negative = inhibition, actives largely listed as inhibitors; active means well fitted inhibition curve with a large enough effect in the polarisation, with a control signal flat, not every such curve was filed as active; inconclusive means small, poorly fitted or top-dose-only effect, or effect the other way, or a change in a side signal; inactive means no such curve, though single readings can be large or run the other way; the % refers to the polarisation; further: potency means the concentration at half of the fitted maximal effect
#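 Fluorescence polarization: 7 uM MLL-CXXC (stock) preincubated 5 min with compounds, then 50 nM fluorescein-HOX-A9 DNA (stock) added; 30 min ambient. Buffer 50 mM Tris-HCl pH 7.5, 50 mM NaCl, 1 mM DTT, 0.05% BSA.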
# GALK inhibitor: blocks human galactokinase activity. Purified GALK, Kinase-Glo residual ATP luminescence. Potency, µM (highest dose often 57.5 µM), inactives show at the highest dose activity change, negative = inhibition, actives largely listed as inhibitors. 270,000 compounds, 0.007% hits. P51570. AID 1868; further: potency means the concentration at half of the fitted maximal effect; on the % scale 0 is the no-effect control and ±100 the full control effect
# Target sequence (P51570 whole entry, looked up): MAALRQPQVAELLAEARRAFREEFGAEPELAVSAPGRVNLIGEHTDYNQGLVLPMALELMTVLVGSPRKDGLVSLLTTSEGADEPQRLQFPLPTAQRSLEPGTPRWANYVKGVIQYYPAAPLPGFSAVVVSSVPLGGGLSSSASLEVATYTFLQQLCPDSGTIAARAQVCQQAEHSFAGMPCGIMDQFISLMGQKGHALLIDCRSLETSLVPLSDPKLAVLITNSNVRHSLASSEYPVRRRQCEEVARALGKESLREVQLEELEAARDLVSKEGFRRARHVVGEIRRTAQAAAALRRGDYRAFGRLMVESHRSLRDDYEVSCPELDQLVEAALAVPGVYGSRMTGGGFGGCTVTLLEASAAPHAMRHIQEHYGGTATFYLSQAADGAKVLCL
#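 5 nM enzyme, 35 uM ATP, 100 uM galactose, 20 mM HEPES pH8.0, 5 mM MgCl2; 1 h RT; residual ATP by Kinase-Glo Plus luminescence, qHTS format.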
# * marks the source's active call; other numbers are inactive results; ? = inconclusive; . = no result given; [ ] = dose if it differs, or a comment. Unless noted, the call rests on the fitted dose curve; in most records, active means well fitted curve in the direction sought with a large enough effect; inconclusive means small, poorly fitted or top-dose-only effect, or another doubt; inactive means no such curve, though single readings can be large; an effect the other way counts as inactive or inconclusive. An unsorted share of the library (roughly 2% active in at least one column).
# Start of the data: the first two entries, ahead of the listing:
SMILES,TRPV1 agonist,KCNH2 WT inh,a7 integrin act,A-T KAP1 phos,ASM inhibitor,MBNL1 CUG block,Coupling enz,KCNH2 3.1 block,MLL CXXC-DNA inh,GALK inhibitor
Cc1ccc(N2C(=O)C3NN=C(C(=O)OCc4ccccc4)C3C2=O)c(C)c1 (stereo not given),3,-14,6%,-5%,-1%,18%,2,-9,7%,1%
Cc1cc(O)cc(C)c1Cl,.,0,.,.,-1%,.,-4,-7,3%,.

# Results, from the start:
SMILES,TRPV1 agonist,KCNH2 WT inh,a7 integrin act,A-T KAP1 phos,ASM inhibitor,MBNL1 CUG block,Coupling enz,KCNH2 3.1 block,MLL CXXC-DNA inh,GALK inhibitor
Cc1ccc(N2C(=O)C3NN=C(C(=O)OCc4ccccc4)C3C2=O)c(C)c1 (stereo not given),3,-14,6%,-5%,-1%,18%,2,-9,7%,1%
Cc1cc(O)cc(C)c1Cl,.,0,.,.,-1%,.,-4,-7,3%,.
Cc1ccc2c(c1)N(C(=O)CCC(=O)NC1CCN(Cc3ccccc3)CC1)CC(C)O2 (stereo not given),3,1,-21%,4%,0%,3%,0,15,.,.
COc1ccc2c(C(=O)c3ccc(C)cc3)n(Cc3ccc(C(N)=O)cc3)[n+]([O-])c2c1,7,.,-6%,1%,-4%,.,.,.,.,.
Cc1ncc(CN2CCCC(CCC(=O)NCc3ccccc3F)C2)s1 (stereo not given),2,1,3%,-1%,5%,1%,0,-2,-7%,-2%
C#CCSc1nc2ccccc2n1C(=O)c1ccc(S(=O)(=O)N2CCCCC2)cc1,1,42,1%,4%,2%,.,0,-2,14%,2%
C#CCOCCOCCOCCNc1nc(N2CCN(C(=O)[C@H](CCCCN)n3cc(CN)nn3)CC2)nc(N2CCN(C(=O)[C@H](CCC(=O)O)n3cc(CN)nn3)CC2)n1,.,-1,13%,-2%,6%,.,.,.,.,.
CNC(=O)c1cc2c(s1)-c1ccccc1CC2,-4,.,-21%,1%,2%,?,-3,-13,1%,-1%
COc1ccc(N2C(=O)/C(=C\c3ccco3)N=C2SCC(=O)N(C(C)C)C(C)C)cc1Cl,5,2,-13%,-9%,-4%,.,-6,0,-1%,2%
COC(=O)c1cccc(C(=O)N2CCCC(C(=O)c3cccc(OC(C)C)c3)C2)c1 (stereo not given),-5,2,?,0%,2%,0%,.,15,-1%,7%
COc1ccc(CNc2cccc3[nH]c(C(F)(F)F)nc23)cc1,0,4,-67%[inhibitor],3%,-5%,-7%,-8,-3,10%,-1%
CCCOc1ccc(-c2c(=O)n(OCC(=O)OCC)c3ccccc3[n+]2[O-])cc1,8,-3,4%,-1%,32%[activator],?,-1,-1,7%,-1%
O=c1[nH]c2ccccc2c(O)c1-c1ccccc1[N+](=O)[O-],1,5,8%,11%,0%,-6%,-2,10,9%,-4%
COc1ccc(CCN2CC34C=CC(O3)C(C(=O)NCc3ccccc3)C4C2=O)cc1OC (stereo not given),-4,-6,22%,-3%,11%,1%,0,-13,0%,0%
COc1ccc2c(Cl)c(C(=O)NC3CCS(=O)(=O)C3)sc2c1 (stereo not given),4,5,3%,9%,-2%,11%,5,8,-5%,3%
CCCCCCCCNC(=O)CC(NS(=O)(=O)c1ccc(NC(C)=O)cc1)C(C)C (stereo not given),0,-4,0%,-7%,-1%,-9%,2,-2,20%,.
O=C(COC(=O)c1ccc[nH]c1=O)NC1CCCC1,0,5,16%,2%,7%,-7%,1,20,3%,-1%
COC(=O)c1cccc(Nc2nc(-c3ccncc3)nc3ccccc23)c1,-4,-9,-20%,-5%,2%,8%,4,-8,14%,0%
O=C(c1ccc(S(=O)(=O)N2CCCC2)cc1)N1CCC(CN2C(=O)c3cccc4cccc(c34)C2=O)CC1,-1,-1,-10%,5%,-2%,3%,-1,-18,-3%,-4%
CCCc1nnc(NC(=O)c2c(O)c3c([nH]c2=O)CCCC3)s1,2,0,36%,3%,0%,39%[activator],2,15,3%,17%
CCCCN(C(=O)c1ccc(S(=O)(=O)N(C)c2ccccc2)cc1)c1c(N)n(CCC)c(=O)[nH]c1=O,.,3,26%,.,10%,.,.,41,.,.
Cc1cccc(C)c1OCC(=O)Nc1ccccc1N1CCCCC1,15,10,-51%[inhibitor],13%,-9%,3%,.,-19,-7%,-1%
CCc1ccccc1NC(=O)CSc1nnc([C@H](CCSC)NC(=O)OC(C)(C)C)o1,11,-1,-14%,7%,0%,-3%,1,0,-4%,0%
CCOC(=O)C1CCN(S(=O)(=O)c2ccc(OCC)cc2)CC1,18,4,-11%,12%,0%,7%,2,-11,0%,2%
Cc1cc(=O)[nH]c2ccc(S(=O)(=O)NC3CCCCC3)cc12,2,-21,?,6%,3%,10%,.,-4,-2%,-1%
# (continued)
SMILES,TRPV1 agonist,KCNH2 WT inh,a7 integrin act,A-T KAP1 phos,ASM inhibitor,MBNL1 CUG block,Coupling enz,KCNH2 3.1 block,MLL CXXC-DNA inh,GALK inhibitor
Nc1c(C(=O)CCC(=O)O)oc2ccc(Cl)cc12,-1,2,20%,4%,44%[activator],?,5,0,1%,2%
Cc1cc(C)n2cnnc2n1,-4,-18,17%,14%,-2%,0%,1,15,-5%,-2%
C=CCOc1ccccc1CN1CCC(n2nccc2NC(=O)C2CCOC2)CC1 (stereo not given),4,29,-11%,5%,1%,-1%,.,-10,12%,-2%
COC(=O)c1cn(NC(=O)c2cccnc2)c(=O)c2ccccc12,1,2,-2%,-3%,4%,-2%,10,26,-4%,-3%
COc1ccc(NC(=S)N2CCN(c3ccccn3)CC2)cc1OC,-1,-7,-14%,-6%,4%,-10%,-1,-23,2%,2%
O=C(NCCO)c1cccc(Nc2nc(-c3ccccc3)c3cc(Cl)ccc3n2)c1,?,6,-33%,1%,-12%,5%,2,7,-22%,0%
CCC1CCCCN1Cc1nc(Cc2ccccc2Cl)no1 (stereo not given),-5,-1,1%,59%,-1%,-2%,1,10,-6%,-3%
CC(Sc1nc2ccccc2c(=O)n1CC1CCCO1)C(=O)N(C)c1ccccc1 (stereo not given),?,-1,5%,-3%,5%,.,.,5,.,.
Cn1cccc1Cc1nnc(SCC(=O)Nc2ccc(Cl)cc2)n1-c1ccc(F)cc1,0,4,-17%,9%,-4%,-9%,0,14,-1%,-5%
O=C(Cc1ccc(S(=O)(=O)N2CCOCC2)s1)NC1CCCCC1,0,-4,13%,12%,5%,.,.,0,.,.
CC1CCCN(S(=O)(=O)c2ccccc2[N+](=O)[O-])C1 (stereo not given),0,-4,-17%,-7%,-5%,.,8,-3,7%,0%
COCc1cc(C)nc(N2CCOCC2)c1C#N,10,-6,12%,5%,32%,2%,3,-5,-1%,2%
O=C(Cc1ccccc1)Nc1ccc(C(=O)NCC2COc3ccccc3O2)cc1 (stereo not given),5,0,0%,-3%,1%,-6%,-2,2,6%,1%
CCN1CCN(c2ccc(S(=O)(=O)N3CCCCC3)cc2NC(=O)CC(C)c2ccccc2)CC1 (stereo not given),4,5,-12%,-1%,1%,.,.,1,.,.
CC(=O)N1CCN(CCN(CC2C(C)C=C(C)CC2C)C(C)=O)CC1 (stereo not given),1,2,7%,1%,1%,-5%,1,-25,-3%,-6%
Cc1ccccc1C(=O)Nc1ccc(CN2CCOCC2)cc1,2,3,15%,-13%,-1%,-1%,-2,-9,4%,1%
Cc1cnc(C(=O)Nc2ccc3c(c2)CCC3)cn1,?,-8,10%,7%,4%,-9%,-1,-12,-5%,1%
Cc1nc(=O)c(-c2ccccc2)c(C)n1-c1ccccc1,3,2,18%,-4%,-2%,-8%,0,9,-9%,4%
COc1ccccc1/C=N/N1C(=O)C2C3C=CC(CC3)C2C1=O (stereo not given),8,-10,17%,-6%,-5%,2%,0,0,0%,6%
Cn1nccc1C(=O)N1CCOCC1,2,-6,20%,15%,-1%,-3%,.,-5,-6%,-2%
Cc1ccccc1C(=O)NNC(=O)c1ccc(F)cc1,.,0,15%,-3%,5%,-13%,-1,3,1%,-5%
O=C(CSc1ncc(-c2ccccc2)n1-c1ccccc1)NCc1ccco1,18,-15,-2%,0%,0%,-1%,1,2,0%,-3%
CC1CCN(c2c(NCc3ccc(C(=O)NCc4ccco4)cc3)c(=O)c2=O)CC1,12,-1,-31%,-29%,4%,2%,2,3,7%,.
Cc1cccc(C)c1OCCCN1CCCC1,-3,3,-23%,2%,1%,10%,2,-1,18%,0%
COc1cc(/C=N/NC(=S)NCc2ccccc2)ccc1OCC#N,0,6,24%,15%,-8%,12%,1,15,-3%,2%
O=[N+]([O-])c1ccc(COc2cccc3cccnc23)cc1,-2,8,-12%,17%,-3%,?,-9,14,-7%,0%

# Compound activity (PubChem BioAssay)
